Compound activity: PubChem BioAssay, several laboratories
Runt-SMMHC FRET = blocks binding of human RUNX1 Runt domain to CBFb-SMMHC; Q01196+Q13951; Cerulean-Runt/Venus-CBFb-SMMHC FRET ratio 530/480, 1 h; inhibition, % at 20 µM; hit rate 0.74% among 220,000; AID 1434;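 active = mean inhibition across duplicate retests at 20 µM reaching about 50%, limit read from the data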;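 also: 0% = DMSO wells and 100% = wells with excess untagged CBFb-SMMHC; inhibitors lower the FRET ratio by blocking Runt binding to CBFb-SMMHC; some results filed as inactive read as strong as hits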
Target sequence (Q01196 whole entry, looked up, the tested form may be a part): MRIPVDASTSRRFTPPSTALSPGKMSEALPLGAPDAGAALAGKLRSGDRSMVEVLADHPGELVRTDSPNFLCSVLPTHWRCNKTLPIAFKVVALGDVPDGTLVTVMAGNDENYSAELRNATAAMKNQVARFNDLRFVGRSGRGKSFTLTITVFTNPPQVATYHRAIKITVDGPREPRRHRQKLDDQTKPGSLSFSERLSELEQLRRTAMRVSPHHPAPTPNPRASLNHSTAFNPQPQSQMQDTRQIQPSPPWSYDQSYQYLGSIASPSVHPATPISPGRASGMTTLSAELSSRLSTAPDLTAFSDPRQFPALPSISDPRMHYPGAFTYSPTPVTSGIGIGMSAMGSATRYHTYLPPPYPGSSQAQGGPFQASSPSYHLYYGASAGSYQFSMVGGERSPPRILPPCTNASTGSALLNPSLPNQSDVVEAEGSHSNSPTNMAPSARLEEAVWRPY
Target sequence (Q13951 whole entry, looked up, the tested form may be a part): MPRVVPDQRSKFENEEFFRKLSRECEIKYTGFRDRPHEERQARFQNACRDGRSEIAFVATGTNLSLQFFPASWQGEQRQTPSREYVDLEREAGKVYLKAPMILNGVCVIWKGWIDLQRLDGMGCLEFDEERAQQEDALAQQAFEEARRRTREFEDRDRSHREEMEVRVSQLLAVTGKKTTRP
Runt-CBFb FRET = blocks binding of human RUNX1 Runt domain to CBFb. hit rate 0.46% among 220,000. AID 1496. Q01196+Q13951. Cerulean-Runt/Venus-CBFb FRET ratio 530/480, 1 h. inhibition, % at 20 µM;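 active = inhibition over about 50% at 20 µM in the single-dose screen, limit read from the data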;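 also: 0% = DMSO wells and 100% = excess unlabeled CBFb competitor control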
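Measured by: fluorescence energy transfer, 422 nm excitation, 530/480 nm emission; test system: Cerulean-tagged RUNX1 Runt domain (FRET donor) fusion protein; buffer or medium: Tris pH 7.5 buffer with BSA; compound: one dose, 20 µM compound, 1% DMSO; times: two 1 h room-temperature incubations shielded from light; benchmarks: unlabeled CBFb 5 µM, positive control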
PERK inh = inhibitors of human PERK kinase; CHO PERK-DD fusion, SEAP luminescence translation reporter; inhibition, % at 5.6 µM; hit rate 0.17% among 220,000; AID 1416;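 active = inhibition above the mean inhibition of all tested compounds plus 3 SD, set separately per screening campaign, cut at about 2.9% in these data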;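 also: PERK kinase domain activated by AP20187 dimerizer at 100 nM; 0% = DMSO with dimerizer and 100% = rapamycin at 8.4 µM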
TNF necrop inh = blocks TNF-alpha induced death of Jurkat FADD-/- cells. Jurkat FADD-/- TNF necroptosis rescue, ATP luminescence, 24 h; 0 = TNF only, 100 = no-TNF cells. activation (protection from cell death), % at 10 µM. hit rate 0.068% among 220,000. AID 463075;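 active = activation, meaning protection from cell death, of at least 50% relative to plate controls; inactive = activation below 50%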;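 also: necroptosis triggered by 40 ng/mL TNF-alpha added together with compound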
RBBP9 inhibitor = inhibitors of human serine hydrolase RBBP9; hit rate 0.2% among 220,000; O75884; recombinant RBBP9, FP-Rh probe fluorescence polarization; inhibition, % at 7.94 µM;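 active = inhibition above the campaign mean of all tested compounds plus 3 SD, cut at about 14% in these data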;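 also: plate controls were DMSO wells with RBBP9 for no effect and wells lacking RBBP9 protein for full effect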
Target sequence (O75884 whole entry, looked up): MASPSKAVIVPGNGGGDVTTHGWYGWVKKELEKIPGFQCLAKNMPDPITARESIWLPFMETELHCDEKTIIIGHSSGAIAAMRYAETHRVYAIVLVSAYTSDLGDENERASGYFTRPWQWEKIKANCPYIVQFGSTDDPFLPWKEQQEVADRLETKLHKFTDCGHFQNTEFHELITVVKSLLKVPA
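Controls: DMSO-treated enzyme wells and wells lacking RBBP9 | Material: RBBP9 protein | Technique: Fluorescence polarization | Replication: Single well per compound, no replicates | Buffer or medium: Tris-NaCl-Pluronic buffer, pH 8.0 | Timing: 30 min compound preincubation, 45 min probe labeling, 25 °C | Read-out basis: Percent inhibition from mP, scaled between DMSO and no-protein wells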
EP2 mod = modulates human prostaglandin E2 receptor EP2 signaling; hit rate 0.83% among 260,000; AID 940; P43116; induction, % at 25 µM; EP2-expressing cells, cAMP HTRF FRET, PGE2 co-stimulation;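 active = compounds whose cAMP rise, as percent of the full-agonist control response, exceeds 60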;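 also: rat C6 glioma line stably carrying human EP2 under a CMV promoter; the protocol text gives 20 µM as final concentration; 100% = response of wells given 1 µM PGE2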
EP2 antag = blocks the human prostaglandin E2 receptor EP2; C6 glioma cells expressing human EP2, cAMP TR-FRET; cells stimulated with saturating PGE2; inhibition, % at 25 µM; hit rate 0.52% among 260,000;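 active = percent inhibition above 40 after rounding to a whole number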;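 also: rat C6 glioma host cells with rolipram phosphodiesterase inhibitor present; the protocol text gives 20 µM as final concentration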
Hck-Nef inh = human Hck-Nef kinase inhibition; Recombinant Hck-YEEI plus Nef, Z-Lyte FRET kinase assay; hit rate 0.68% among 220,000; inhibition, % at 20 µM;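 active = Hck-Nef kinase inhibition above about 50%, limit read from the data; inactive = inhibition below that limit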;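 also: 0% = DMSO with Hck plus Nef and 100% = Hck alone without Nef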
zVAD death inh = L929 zVAD cell death inhibition; L929 zVAD necroptosis rescue, ATP luminescence, 24 h; with zVAD 60 µM; viability rescue, % at 10 µM; hit rate 0.38% among 220,000;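 active = activation, scaled between plate controls, above about 75%, limit read from the data; inactive = activation under that limit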;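 also: 0% = zVAD with DMSO and 100% = DMSO alone without zVAD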
Numbers without * were called inactive; . = no result given; & = joins results of further samples. This is a subset. The share of hits here may be higher or lower than overall.

no.	SMILES	Runt-SMMHC FRET	Runt-CBFb FRET	PERK inh	TNF necrop inh	RBBP9 inhibitor
1	CC(=C/C(=O)O)/C=C/c1ccco1	2	-2	0.1	-7.4	-7
2	COc1ccccc1-c1nc(C#N)c(N2CCN(C(c3ccccc3)c3ccccc3)CC2)o1	3	-2	0.1	0.1	-5
3	COc1nc(OCCNC(=O)Nc2ccccc2)nc(N(C)C)n1	-1	-2	-0.5	-3.1	1
4	CCCSc1nsc(N)n1	0	1	1.8	-1.5	-9
5	COc1cc(Cl)c(C)cc1NC(=O)CSc1nnc(-c2ccco2)n1CC(C)C	12	10	-0.9	-0.9	-8
6	COCCNC(=O)C(c1cccs1)N(C(=O)Cn1nnc2ccccc21)c1ccc(OC)cc1 (stereo unspecified)	2	0	-1.0	-0.3	-1
7	C=CCOn1c(C)c(C(C)=O)c2c3no[n+]([O-])c3ccc21	1	-1	0.1	-1.4	-3
8	COc1ccc(CCNC(=O)COc2nsnc2N2CCOCC2)cc1OC	0	-1	-0.1	0.5	-8
9	Fc1ccc(CNc2ccc(CNc3ncn[nH]3)cc2)cc1	2	0	0.6	6.1	-4
10	Cc1ccc(NC(=O)OCCN2CCN(Cc3ccccc3)CCC2=O)cc1	-4	-1	-0.5	-0.7	-8
11	O=C(c1ccccc1)[C@@H]1[C@@H]2C(=O)N(c3ccc(F)cc3)C(=O)[C@@H]2C2CCCN21 (stereo partly specified)	-12	-2	1.2	-2.4	-1
12	COc1ccc(CCNC(=O)CN2C(=O)c3ccccc3S2(=O)=O)cc1	1	-2	0.3	-0.7	-9
13	COc1cccc(C(=O)Nc2ccc(C(=O)O)cc2)c1	-5	0	0.2	-0.6	-8
14	Cc1[nH]n(-c2ccccc2)c(=O)c1C=NCc1ccncc1	-3	1	0.7	-1.9	-9
15	CCCCn1c(-c2csc3c2CCCC3)n[nH]c1=S	12	4	-0.2	-0.1	2

no.	EP2 mod	EP2 antag	Hck-Nef inh	zVAD death inh
1	22	7	5	.
2	21	11	0	0.1
3	11	5	5	0.3
4	11	5	2	1.0
5	5	6	2	-0.2
6	1	17	11	-1.8
7	-4	11	2	-0.5
8	3	6	3	0.2
9	28	8	3	1.6
10	-11	8	-1	0.9
11	16	10	1	0.2
12	-26	13	-1	0.6
13	-3	12	0	3.2
14	-15	15	19	0.2
15	55	2	-1	-0.1

Some of the entries so far, in transposed form.
#2 COc1ccccc1-c1nc(C#N)c(N2CCN(C(c3ccccc3)c3ccccc3)CC2)o1
#3 COc1nc(OCCNC(=O)Nc2ccccc2)nc(N(C)C)n1

entry no.	2	3
Runt-SMMHC FRET	3	-1
Runt-CBFb FRET	-2	-2
PERK inh	0.1	-0.5
TNF necrop inh	0.1	-3.1
RBBP9 inhibitor	-5	1
EP2 mod	21	11
EP2 antag	11	5
Hck-Nef inh	0	5
zVAD death inh	0.1	0.3

Continued:
no.	SMILES	Runt-SMMHC FRET	Runt-CBFb FRET	PERK inh	TNF necrop inh	RBBP9 inhibitor
16	Cc1cc(=O)oc2cc(OCC(=O)NCCc3nc4ccccc4[nH]3)ccc12	0	2	1.8	1.0	-2
17	CCC(C)(C)NC(=O)CN(Cc1ccccc1Cl)C(=O)CCC(=O)Nc1cc(C)ccn1	.	.	-0.1	1.1	0
18	COCCn1c(NCc2ccc(C)cc2)nc2c1c(=O)[nH]c(=O)n2C	0	-1	-0.1	0.7	-1
19	CCOC(=O)c1c(NC(=O)Cn2nnc(-c3ccc(Cl)cc3)n2)sc(CC)c1C	2	2	0.3	0.3	0
20	CN(C(=O)COc1cc(=O)n(C)c2ccccc12)c1ccc(Cl)cc1	1	1	0.6	0.0	7
21	CCOc1ccc2nc(COC(=O)c3cccs3)c(C(=O)c3ccccc3)[n+]([O-])c2c1	4	2	1.3	3.8	-8
22	COc1ccc(NC(=S)N(CCO)Cc2cc3c(C)cc(C)cc3[nH]c2=O)cc1	-3	9	-1.4	4.9	6
23	CN(C)CCCNCCCNC(=O)/C=N/O	0	3	1.3	-0.1	1
24	COc1ccc(Nc2nc(N)nc(CSc3n[nH]c(-c4ccccc4)n3)n2)cc1	-1	-2	0.0	0.1	-2
25	Cc1c(Cl)cccc1NC(=S)NCCC(c1ccccc1)c1ccccc1	-4	-2	-0.3	-17	-30
26	COc1ccc(/C=N/Nc2cc(N(C)C)nc(N(C)C)n2)cc1	3	-1	0.1	0.3	-1
27	CC(C)(C)S(=O)(=O)c1cnc(-c2ccc(Cl)cc2)nc1N	1	-2	2.0	0.4	2
28	CCOC(=O)C1(C)NC(c2ccco2)C2C(=O)N(c3ccc(C)cc3)C(=O)C21 (stereo unspecified)	-1	-2	0.3	-1.4	-1
29	Cc1ccc(C)c(OCc2nc3ccc(S(=O)(=O)Nc4c(C)n(C)n(-c5ccccc5)c4=O)cc3[nH]2)c1	0	-3	0.0	0.0	-11
30	CCN(CC(=O)NC1CCCCC1)S(=O)(=O)c1ccc(Cl)cc1	3	-3	-0.4	-0.9	-10

no.	EP2 mod	EP2 antag	Hck-Nef inh	zVAD death inh
16	4	7	2	0.1
17	15	2	23	-0.5
18	-4&-2	13&10	-2	0.8
19	24	-9	2	-0.2
20	7	9	1	-0.2
21	22	8	0	0.7
22	-10	9	3	2.5
23	-11	7	0	0.8
24	-30	20	0	4.9
25	-24	18	-9	.
26	-2	3	10	4.2
27	-15	7	5	0.0
28	16	10	9	-0.6
29	-16	2	-32	-0.4
30	-12	14	-1	-0.1

(more compounds)
no.	SMILES	Runt-SMMHC FRET	Runt-CBFb FRET	PERK inh	TNF necrop inh	RBBP9 inhibitor
31	CC1=NN(C(=O)COc2ccccc2C)C(O)(c2ccc(Cl)cc2)C1 (stereo unspecified)	-4	1	0.7	1.8	-3
32	Cc1cccc(NCc2cc(Cl)ccc2O)n1	3	0	0.1	0.8	2
33	O=C(Nc1ncc2c(n1)-c1ccccc1CC2)c1ccc(F)cc1	-5	0	-0.5	-8.7	-6
34	CCOC(=O)Cc1csc(SCC(=O)Nc2sc3c(c2C(N)=O)CCC3)n1	0	-2	0.5	0.8	-4
35	O=C(NC1CCCCC1)c1cc(Cl)nc2ccccc12	-5	-2	-0.1	2.2	5
36	CCn1c(N2CCN(C(=O)Nc3ccc(F)cc3)CC2)nc2ccccc21	-3	-1	-0.8	0.7	0
37	CCc1c(C(=O)N2CCN(c3ccccc3F)CC2)[nH]c(C)c1C(C)=O	0	2	-1.4	-12	6
38	CCn1ncc(C2=NOC(C(=O)NCc3ccc(Cl)cc3)C2)c1C (stereo unspecified)	-4	2	0.3	-17	5
39	COc1ccc(OC)c(NC(=S)N(CCc2c(C)[nH]c3ccccc23)Cc2cccs2)c1	2	1	-0.1	1.8	-2
40	CCOC(=O)/C(=N\Nc1ccc(OC)cc1)c1csc(Nc2ccccc2)n1	-8	5	-1.2	4.9	-16
41	C=C(C)CNC(=S)NNC(=O)CCn1c2cc(Cl)ccc2c2ccc(Cl)cc21	-1	-1	0.4	0.9	-3
42	CCc1nnc(NS(=O)(=O)c2ccc(NS(=O)(=O)c3ccc(NC(C)=O)cc3)cc2)s1	2	0	0.8	0.7	-8
43	S=c1nc(C2CCCCC2)[nH]c2ccccc12	3	3	-0.1	-1.3	-3
44	Cc1ccccc1NC(=S)NC(NC(=O)N(C)C)C(Cl)(Cl)Cl (stereo unspecified)	-5	1	1.4	-0.9	-5
45	Cc1nnc(NC(=O)C2CCCN2S(=O)(=O)c2ccc(Cl)cc2)s1 (stereo unspecified)	0	-1	0.1	-0.6	-8

no.	EP2 mod	EP2 antag	Hck-Nef inh	zVAD death inh
31	16	10	2	-0.1
32	9	9	9	0.6
33	-29	6	2	2.6
34	-33	16	10	1.4
35	-1	2	0	1.0
36	-4	11	0	0.3
37	-47	18	-11	-1.5
38	-6	.	-2	-1.2
39	27	.	-4	0.6
40	-1	-2	-4	0.7
41	-20	9	1	-0.6
42	5	12	12	0.6
43	14	10	15	0.1
44	0	0	1	0.4
45	8	3	17	0.8

Individual results from the list:
Runt-SMMHC FRET result of no. 34 → 0
Runt-SMMHC FRET result of no. 42 → 2
Runt-CBFb FRET result of no. 35 → -2

The listing picks up; the two compounds before the break are reprinted first.
no.	SMILES	Runt-SMMHC FRET	Runt-CBFb FRET	PERK inh	TNF necrop inh	RBBP9 inhibitor
44	Cc1ccccc1NC(=S)NC(NC(=O)N(C)C)C(Cl)(Cl)Cl (stereo unspecified)	-5	1	1.4	-0.9	-5
45	Cc1nnc(NC(=O)C2CCCN2S(=O)(=O)c2ccc(Cl)cc2)s1 (stereo unspecified)	0	-1	0.1	-0.6	-8
46	CCc1cc2c(cc3c(=O)n(CC(=O)NCCCN4CC(C)CC(C)C4)ncn32)s1 (stereo unspecified)	0	2	-0.6	-2.8	-8
47	c1ccc(CSc2ccc3nnc(-c4ccccn4)n3n2)cc1	2	0	0.7	-3.4	-2
48	Cc1csc(NC(=O)Cc2ccccc2[N+](=O)[O-])n1	2	1	0.8	1.1	-5
49	COc1ccc(-c2noc(-c3ccoc3C)n2)cc1	6	0	-0.1	-2.0	-8
50	O=c1[nH]ncc(N/N=C/c2ccccc2)c1Cl	4	2	-0.4	0.4	-1
51	N#Cc1nc(-c2ccc(OCc3ccccc3)cc2)oc1NCCCN1CCOCC1	-4	2	-0.3	-0.2	1
52	Cc1nnc(SCC(=O)Nc2ccc(Br)cn2)[nH]c1=O	1	2	1.7	-0.8	-2
53	COc1cc(C2NC(=O)NC(C)=C2C(=O)OC2CCCC(C)C2)ccc1O (stereo unspecified)	3	0	-1.5	-2.2	0
54	C=C1N(c2cccc(Cl)c2)C(=O)OC1(C)C	-4	-1	1.1	0.9	-7
55	CCCC(=O)NCCc1nc2ccccc2n1C	4	-2	0.7	0.9	-5

no.	EP2 mod	EP2 antag	Hck-Nef inh	zVAD death inh
44	0	0	1	0.4
45	8	3	17	0.8
46	-13	9	-1	-0.7
47	-54	13	-4	-0.9
48	17	6	-1	0.7
49	7	17	10	6.8
50	19	6	-2	-0.6
51	-57	31	2	0.9
52	32	19	7	0.4
53	39	12	0	-0.2
54	-4	7	22	3.8
55	33	5	-8	2.4

3 compounds drawn at random from the list so far:
no.	SMILES	Runt-SMMHC FRET	Runt-CBFb FRET	PERK inh	TNF necrop inh	RBBP9 inhibitor
28	CCOC(=O)C1(C)NC(c2ccco2)C2C(=O)N(c3ccc(C)cc3)C(=O)C21 (stereo unspecified)	-1	-2	0.3	-1.4	-1
24	COc1ccc(Nc2nc(N)nc(CSc3n[nH]c(-c4ccccc4)n3)n2)cc1	-1	-2	0.0	0.1	-2
35	O=C(NC1CCCCC1)c1cc(Cl)nc2ccccc12	-5	-2	-0.1	2.2	5

no.	EP2 mod	EP2 antag	Hck-Nef inh	zVAD death inh
28	16	10	9	-0.6
24	-30	20	0	4.9
35	-1	2	0	1.0
